HT1080NT lethal: kills 2HG-producing HT-1080-NT fibrosarcoma cells; HT-1080-NT fibrosarcoma viability, CellTiter-Glo ATP luminescence, 48 h; Potency, µM (series often up to 46.1 µM), without a hit: top-dose activity, negative = less viability, actives largely listed as cytotoxic; 1.6% of 360,000 active;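 note: NT is the 2HG producing partner of a matched IDH1 knockdown line; potency is the fitted concentration of half-maximal effect; 0% = DMSO-treated cells and -100% = media-only wells without cells; nearly all actives have a fitted effect of over 55% in size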
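Luminescent CellTiter-Glo readout after 48 hours of compound exposure at 37 degrees C defined viability of HT-1080-NT cells. Activity was normalized to DMSO wells and cell-free media wells; concentration-response curves were fitted and assigned curve classes.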
IL1B secr inh: inhibitors of inflammasome signaling (IL-1 beta secretion); THP-1 LPS/ATP IL-1B secretion, AlphaLISA, 16 h; hits give low values; activity change, % at 57.5 µM; 4.7% of 360,000 active; AID 743279; in the data active = activity change below about -50%; inconclusive = mostly about -30% to -49%; note: % is set by controls: 0 for no effect and ±100 for the full control effect
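Secreted IL-1B measured by AlphaLISA bead assay after 16 h compound exposure of THP-1 cells; compounds (final up to 57.5 uM) added 1 h before LPS (250 ng/mL) and ATP (1.25 mM) stimulation; lower signal means less secretion.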
KB-V1 cytotox: KB-V1 MDR subline cytotoxicity. Potency, µM (series often up to 46.1 µM), inactives show top-dose activity change, negative = cytotoxicity, usual class: cytotoxic. 3.4% of 400,000 active. KB-V1 MDR cells viability, CellTiter-Glo, 72 h; note: potency is the fitted concentration of half-maximal effect; % is set by controls: 0 for no effect and ±100 for the full control effect; nearly all actives have a fitted effect of over 60% in size
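KB-V1 cells (P-gp-expressing MDR subline of KB-3-1) in phenol-red-free DMEM with 10% FBS were exposed to library compounds over a concentration series for 72 h at 37 degrees C. Viability read by CellTiter-Glo luminescence; concentration-effect curves fitted after normalization.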
DRD3 agonist: activates the human D3 dopamine receptor. max activation, %. 0.58% of 410,000 active. D3R DiscoveRx beta-arrestin cells, luminescence, 90 min. AID 652048. P35462; in the data active = max activation above about 30%; note: 0% is about no effect; mostly tested at two doses, the higher about 12 µM
Target sequence (P35462 whole entry, looked up): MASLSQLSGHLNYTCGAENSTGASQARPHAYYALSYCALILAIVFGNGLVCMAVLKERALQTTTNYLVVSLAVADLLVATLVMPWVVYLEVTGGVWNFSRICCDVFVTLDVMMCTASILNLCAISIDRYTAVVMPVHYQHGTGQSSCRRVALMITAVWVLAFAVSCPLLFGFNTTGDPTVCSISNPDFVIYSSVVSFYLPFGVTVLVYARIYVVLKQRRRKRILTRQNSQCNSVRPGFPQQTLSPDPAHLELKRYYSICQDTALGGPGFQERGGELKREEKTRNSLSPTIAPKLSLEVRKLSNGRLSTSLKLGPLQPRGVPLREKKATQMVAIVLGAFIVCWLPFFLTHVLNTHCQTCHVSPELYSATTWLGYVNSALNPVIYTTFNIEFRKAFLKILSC
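Cells at 1500/well, incubated overnight, then treated with pinned compounds (dopamine as control) for 90 min at 37 degrees C. DiscoveRx reagent added for 30 - 60 minutes at room temperature; luminescence read.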
SW480 rereplic: DNA re-replication induction in SW480 cells; 1.8% of 340,000 active; SW480 DNA re-replication, Hoechst DNA content imaging, 48 h; Potency, µM (series often up to 46.1 µM), inactives show at the top dose re-replication activation, usual class: activators; AID 624297; note: potency is the fitted concentration of half-maximal effect; % of control where 0% means no effect; nearly all actives have a fitted effect of over 55% in size
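250 cells/well; 23 nL cpd via pin tool; 48 hr, 37 C, 5% CO2; Hoechst 40 min; imager read of total nuclear intensity, ex 405/em 500-530 nm.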
KB-3-1 tox: kills parental KB-3-1 adenocarcinoma cells | Potency, µM (top dose mostly 46.1 µM), inactives show top-dose activity change, negative = cytotoxic, usual class: cytotoxic | AID 1347075 | 1.4% of 400,000 active | KB-3-1 viability, CellTiter-Glo ATP luminescence, 72 h; note: potency is the fitted concentration of half-maximal effect; % is set by controls: 0 for no effect and ±100 for the full control effect; nearly all actives have a fitted effect of over 60% in size
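Cytotoxicity measured as CellTiter-Glo luminescence after 72 h at 37 C. Compound titrations were pinned onto drug-naive KB-3-1 parental adenocarcinoma cells grown in DMEM with 10% FBS, and normalized data fitted to concentration-response curves.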
HT1080 IDH1KD tx: kills HT-1080 cells with IDH1 knockdown; HT-1080 IDH1 knockdown viability, ATP luminescence, 48 h; Potency, µM (highest dose often 46.1 µM), for inactives: top-dose activity, negative = toxicity, actives largely listed as cytotoxic; 2% of 360,000 active;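 note: potency is the fitted concentration of half-maximal effect; 0% = DMSO wells and -100% = cell-free medium wells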
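% activity derives from luminescence (CellTiter-Glo), normalised to DMSO and no-cell wells. HT-1080-IDH1KD cells, 750/well, had 48 h compound exposure at 37 °C.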
GLP-1R agonist: GLP-1 receptor (human) agonism. P43220. HEK293 GLP-1R CRE-luciferase, luminescence, 4-6 h; cells express a hypersensitive GLP-1R form. Potency, µM (top dose mostly 45.6 µM), without a hit: at the highest dose activation, most hits filed as activators. 0.007% of 380,000 active; note: potency is the fitted concentration of half-maximal effect; % of control where 0% means no effect
Target sequence (P43220 whole entry, looked up): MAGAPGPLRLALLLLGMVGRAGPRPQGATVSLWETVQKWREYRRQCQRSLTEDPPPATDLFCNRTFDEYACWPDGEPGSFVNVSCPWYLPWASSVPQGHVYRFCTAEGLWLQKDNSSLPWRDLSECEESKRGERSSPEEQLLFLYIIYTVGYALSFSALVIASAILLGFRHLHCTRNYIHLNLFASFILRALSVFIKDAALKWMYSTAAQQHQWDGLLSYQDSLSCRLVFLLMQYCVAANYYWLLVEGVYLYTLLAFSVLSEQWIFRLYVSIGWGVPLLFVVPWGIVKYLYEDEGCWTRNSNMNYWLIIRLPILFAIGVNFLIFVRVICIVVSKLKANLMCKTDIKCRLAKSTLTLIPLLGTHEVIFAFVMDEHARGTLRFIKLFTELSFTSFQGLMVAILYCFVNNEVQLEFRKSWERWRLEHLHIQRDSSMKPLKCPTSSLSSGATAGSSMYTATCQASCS
D3 antag: blocks the human D3 dopamine receptor. D3R cells, DiscoveRx beta-arrestin luminescence, antagonist mode; hits give low values. AID 652054. 2.5% of 360,000 active. max response, negative = inhibition, %; in the data active = max response below about -50%; inconclusive = no clear call, values can overlap the other calls; note: % is set by controls: 0 for no effect and ±100 for the full control effect; mostly tested at two doses, the higher about 12 µM
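Cells expressing the human receptor were seeded at 1500 cells/well, incubated overnight at 37 degrees C in 5% CO2, then exposed to library compounds with dopamine controls for 90 minutes at 37 degrees C before luminescent detection.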
An asterisk follows results filed as active; ? = inconclusive; · = no result given; & = joins results of further samples; ! = repeats disagree; [ ] = another dose, or the depositor's remark. Unless noted, calls come from the whole dose curve; as a rule, active = well fitted curve in the direction sought with a large enough effect; inconclusive = small, poorly fitted or top-dose-only effect, or another doubt; inactive = no such curve, though single readings can be large; an effect the other way counts as inactive or inconclusive.

no.	SMILES	DRD3 agonist	SW480 rereplic	KB-V1 cytotox	HT1080NT lethal	KB-3-1 tox	HT1080 IDH1KD tx	GLP-1R agonist	IL1B secr inh	D3 antag
1	O=C(Nc1ccc2[nH]ncc2c1)c1ccccc1	4	-15%	27%	2%	6%	11%	-1%	-12	-3
2	O=C(c1ccc(S(=O)(=O)N2CCCCCC2)cc1)N1CCCC(C(F)(F)F)C1 (stereo not drawn)	-6	-4%	-5%	5%	0%	2%	0%	13	-7
3	O=C1CCCC2=C1C(c1ccsc1)CC(=O)N2c1nnc(SCc2ccccc2)s1 (stereo not drawn)	0	-3%	13%	-5%	6%	-5%	-2%	17	-20
4	COc1ccc(Nc2cc(C(=O)NCCCN3CCOCC3)c3ccccc3n2)c(OC)c1	-1	-4%	-29%	-11%	-4%	-6%	0%	-2	-15
5	CC[n+]1c(C)sc2c(C)cc(C)cc21	0	-12%	?	-4%	12%	-7%	-9%	93	?
6	Cn1c(Cc2ccccc2)n[nH]c1=S	1	-5%	5%	12%	5%	0%	0%	19	-9
7	OC(COCC(F)(F)C(F)(F)C(F)(F)C(F)F)Cn1c2ccc(Cl)cc2c2cc(Cl)ccc21 (stereo not drawn)	17	?	18µM*	?	?	?	-5%	-97*	23
8	Fc1ccccc1C1c2[nH]c3ccccc3c2CCN1CCCn1cccn1 (stereo not drawn)	-10	5%	-22%	-23%	2%	1%	11%	-5	-9
9	Cc1noc(C)c1-c1ccc(C(=O)NCCN2CCOCC2)c2occc12	1	·	-6%	8%	0%	5%	8%	0	0
10	CCOC(=O)c1ccc(Nc2cc(C)nc(N3CCOCC3)n2)cc1	-1	?	?	?	?	?	9%	9	3
11	Oc1ccc(Nc2nc(-c3ccccc3O)nc3ccccc23)cc1	-2	?	-2%	?	-28%	-28%	0%	-65*	7
12	Cc1cc(C)nc(SCC(=O)c2c(N)n(C)c(=O)n(C)c2=O)n1	1	1%	-23%	-2%	-2%	-4%	-11%	19	15
13	Cc1c(C)n(Cc2ccc(F)cc2)c2ccc(C(=O)NCCCN3CCOCC3)cc12	-23	?	-6%	-18%	-2%	?	4%	-26	?
14	CCn1c(=NC(=O)c2cccc(N3C(=O)CCC3=O)c2)sc2c(OC)ccc(OC)c21	-5	-8%	-3%	-3%	18%	0%	4%	1	39
15	O=C(NCCCO)c1nnc(Cc2c(F)cccc2Cl)o1	-3	0%	-18%	1%	-6%	-19%	-2%	-20	-11
16	CCc1sc(C(=O)NCCCN2CCCC2=O)cc1Br	2	0%	·	-1%	·	5%	13%	12	20
17	CCN(Cc1ccccc1)c1ccc(/C=N/NC(=S)NC(C)C)cc1	-9	?	?	-1%	?	-1%	-2%	-10	-28
18	Fc1ccc(C2CC(c3ccco3)=Nc3ccccc3S2)cc1 (stereo not drawn)	0	10%	0%	-4%	2%	0%	-1%	0	?
19	CN(CC(=O)Nc1cccnc1)S(=O)(=O)c1ccccc1	5	-1%	-24%	29%	14%	7%	-5%	3	-4
20	CSCCNC(=O)c1ccc(C(C)(C)C)cc1	-1	-4%[9.22 µM]	7%	1%	13%	2%	0%	-6	8
21	Nc1ccc(/C=C/C(=O)c2cccs2)cc1	9	?	2%	-26%	?	-19%	10%	-109*	10
22	C=CCOC(=O)C1=C(C)OC(N)=C(C#N)C1c1ccoc1 (stereo not drawn)	-17	0%	21%	4%[9.24 µM]	4%	3%	-1%	18	-19
23	Cc1ccc([N+](=O)[O-])cc1NC(=S)NC(=O)c1c(Cl)cnn1C	-11	2%	?	14%	9%	1%	-1%	12	8
24	Cc1c(Cl)cnc(NC(=O)COC(=O)C2CCCC2)c1Cl	3	-6%	-3%	7%[9.24 µM]	-9%	10%	8%	23	1
25	COCCNc1nc(N)c([N+](=O)[O-])c(NCCO)n1	1	0%	3%	2%	2%	7%	23%	40	6
26	C=CCNC(=S)NNC(=O)c1cccn(Cc2ccc(Cl)cc2)c1=O	-4	-12%	-7%	0%	4%	2%	5%	0	-67*
27	CCCCCc1ccc(-c2cn(Cc3ccc(C(=O)c4ccccc4)cc3)nn2)cc1	-14	-2%	7.3µM*!	-3%	7.3µM*!	-9%	4%	4	?
28	Cc1cc(C)c(C#N)c(SCC(O)CS(=O)(=O)Cc2ccccc2)n1 (stereo not drawn)	-2	-6%	3%	3%	5%	?	7%	2	-21
29	O=C(NCCc1c[nH]c2ccccc12)c1cc(S(=O)(=O)N2CCCCC2)ccc1N1CCOCC1	-5	7%	0%	-10%	8%	-7%	19%	0	-17
30	O=C(c1[nH]c(C(F)(F)F)nc1-c1ccccc1)N1CCCN(Cc2ccc(F)cc2)CC1	6	·	-4%	17%	0%	18%	7%	6	29
31	CC(NC(=S)Nc1ccccc1Cl)C(c1cccs1)N1CCCC1 (stereo not drawn)	-8	0%	-7%	-3%	0%	-3%	11%	-10	-16
32	COc1ccc(NC(=O)COC(=O)CO/N=C(\C)c2ccc3c(c2)OCO3)cc1S(N)(=O)=O	5	1%	·	0%	·	12%	-3%	0	18
33	COc1cc(CNCCSc2nnnn2C)cc(Br)c1OCc1ccccc1	-18	?	3%	-2%	?	0%	-3%	-28	1
34	COc1cc(C(=O)Nc2c(C(=O)O)[nH]c3ccccc23)cc(OC)c1OC	2	-9%	?	-2%	19%	-7%	1%	37	2
35	CCN(CC)S(=O)(=O)c1ccc(NS(=O)(=O)c2cccs2)cc1	4	-6%	-3%	4%	-12%	6%	3%	24	-6
36	O=S(=O)(c1ccc(N2CCC(c3ccc(Cl)cc3)=N2)cc1)N(CCO)CCO	2	0.58µM*	18%	-21%	-16%	-29%	2%	?	12
37	CCc1ccc(N=c2c([N+](=O)[O-])nn(-c3ccc4c(c3)OCCO4)n2O)cc1	5	-20%	-1%	9%	-8%	15%	7%	-19	3
38	COc1ccc2c(c1)cc1n2CCN=C1NN	1	-5%	?	-1%	-4%	1%	28%	?	1
39	CCN1CCc2nc(NC(=O)c3cc(F)c(F)cc3Cl)sc2C1	-6	-7%	-15%	6%	?	15%	11%	-16	-10
40	O=C(CCCC(=O)N(CC(=O)NC1CCCCC1)c1cccc(F)c1)Nc1ccccn1	-8	-12%	-25%	7%	3%	0%	6%	18	-8
41	CC(Oc1ccccc1Cl)C(=O)N1CCOCC1 (stereo not drawn)	4	-12%	2%	14%	18%	?	0%	6	16
42	O=C(COc1ccc([N+](=O)[O-])cc1)NN=C1CCCC1	-3	-9%	-9%	-2%	-14%	0%	-2%	-11	4
43	Cn1c(CCN2CCOCC2)nc2cc(NC(=O)c3cccs3)ccc21	-1	7%	0%	-4%	3%	-8%	2%	-11	-3
44	Cn1nnnc1SCC(=O)N1CCN(c2ccc(Cl)cc2)CC1	2	1%	-9%	7%	-1%	1%	-3%	1	2
45	COc1ccc(C(=O)NNC(=O)c2cccc3ccccc23)cc1	5	-3%	-7%	3%	3%	22%	11%	?	-14
46	COc1cc(/C=N/N2CCOCC2)ccc1OCc1ccccc1	0	-3%	-17%	-2%	0%	?	13%	-11	-11
47	CCOC(=O)N1CCN(CCC(=O)Nc2cccc(Br)c2)CC1	-8&-2	0%&0%	-16%&7%	-4%&2%	-26%&-2%	-23%&0%	-5%&-11%	8&15	-24&3
48	O=C(N/N=C/c1cc(O)ccc1Br)c1cccnc1	6	12%	-28%	?	21µM*	?	-4%	175	14
49	O=C(NCc1nc2ccccc2[nH]1)C1=C[C@@H](C2CCCCC2)C[C@@H](OCc2ccc(CO)cc2)O1	11	?	0%	-2%	?	0%	-1%	14	79
50	O=C1NC(=S)NC1=Cc1ccco1	2	-11%	-7%	-2%	3%	1%	0%	-16	-7
51	O=C(NCCCN1CCOCC1)c1ccc(CS(=O)(=O)Cc2ccc(Cl)cc2)o1	-9	2%	3%	19%	14%	39%	-6%	7	-15
52	CC(CNC(=O)Cn1cnc2c(OCc3ccccc3)ncnc21)c1ccccc1 (stereo not drawn)	-10	1%	4%	-2%	3%	-1%	5%	0	0
53	CCOC(=O)N1CCN(CCC(=O)Nc2ccccc2OC)CC1	1	-1%	5%	7%	3%	1%	-7%	0	21
54	CN(C)C=NC(=O)c1cc(C(=O)c2ccc(F)cc2)c[nH]1	3	0%	-9%	9%	-2%	22%	1%	-10	-3
55	COC(=O)c1ccc2nc(-c3ccc(C)cc3)c(Cc3cccc(Cl)c3)n2c1	6	·	?	-6%	?	-15%	1%	0	81
56	N#C/C(=C(/O)COC(=O)c1ccc(C#N)cc1)c1nc2ccccc2s1	0	-3%	4%	12%	0%	20%	3%	42	-3
57	Cc1ccc(N2CC(C(=O)Nc3c4c(nn3C(C)(C)C)CS(=O)(=O)C4)CC2=O)cc1C (stereo not drawn)	-21	4%	·	-5%	·	-1%	5%	0	-14
58	CC(=O)c1cccc(OCC(=O)c2cc(C)n(-c3cc(C)on3)c2C)c1	3	1%[9.22 µM]	?	-16%	-15%	-30%	-1%	-17	55
59	COc1ccccc1NC(=O)C1=C(C)Nc2nc3ccccc3n2C1c1ccccc1Cl (stereo not drawn)	-2	·	?	·	17%	·	1%	·	·
60	COC(=O)c1cc2ccc(OC)c(OC)c2c(=O)s1	-6	-1%	-1%	-4%	1%	-1%	-2%	-3	-9

In the list so far, these contain a CF3 group.
no.	SMILES	DRD3 agonist	SW480 rereplic	KB-V1 cytotox	HT1080NT lethal	KB-3-1 tox	HT1080 IDH1KD tx	GLP-1R agonist	IL1B secr inh	D3 antag
2	O=C(c1ccc(S(=O)(=O)N2CCCCCC2)cc1)N1CCCC(C(F)(F)F)C1 (stereo not drawn)	-6	-4%	-5%	5%	0%	2%	0%	13	-7
30	O=C(c1[nH]c(C(F)(F)F)nc1-c1ccccc1)N1CCCN(Cc2ccc(F)cc2)CC1	6	·	-4%	17%	0%	18%	7%	6	29

Single values from the entries so far.
IL1B secr inh with cpd 56 → 42
KB-3-1 tox with cpd 54 → -2%

Source: PubChem BioAssay
